# p47phox inh – p47phox (human) inhibition. inhibition, % at 24.7 µM. 0.53% of 220,000 active. P14598. p47phox/p22phox peptide binding, fluorescence polarization, 2 h;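 active = inhibition above about 30%, limit read from the data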;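 note: 0% = p47phox with labelled peptide and 100% = labelled peptide alone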
# Target sequence (P14598 whole entry, looked up): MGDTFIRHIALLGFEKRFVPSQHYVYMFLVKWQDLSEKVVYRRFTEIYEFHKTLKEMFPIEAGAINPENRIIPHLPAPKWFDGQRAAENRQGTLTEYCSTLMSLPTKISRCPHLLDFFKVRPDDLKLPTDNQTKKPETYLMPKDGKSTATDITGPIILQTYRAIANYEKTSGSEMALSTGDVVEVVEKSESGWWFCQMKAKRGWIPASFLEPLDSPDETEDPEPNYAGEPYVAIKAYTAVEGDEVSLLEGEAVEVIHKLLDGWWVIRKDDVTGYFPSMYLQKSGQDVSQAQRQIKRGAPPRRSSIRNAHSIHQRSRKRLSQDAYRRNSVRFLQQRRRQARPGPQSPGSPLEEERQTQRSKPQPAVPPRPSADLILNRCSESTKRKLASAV
# PGE2 EP2 inh – blocks the human prostaglandin E2 receptor EP2; inhibition, % at 25 µM; C6 glioma cells expressing human EP2, cAMP TR-FRET; cells stimulated with saturating PGE2; AID 1422; 0.52% of 260,000 active; P43116;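 active = percent inhibition above 40 after rounding to a whole number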;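 note: rat C6 glioma host cells with rolipram phosphodiesterase inhibitor present; the protocol text gives 20 µM as final concentration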
# Target sequence (P43116 whole entry, looked up): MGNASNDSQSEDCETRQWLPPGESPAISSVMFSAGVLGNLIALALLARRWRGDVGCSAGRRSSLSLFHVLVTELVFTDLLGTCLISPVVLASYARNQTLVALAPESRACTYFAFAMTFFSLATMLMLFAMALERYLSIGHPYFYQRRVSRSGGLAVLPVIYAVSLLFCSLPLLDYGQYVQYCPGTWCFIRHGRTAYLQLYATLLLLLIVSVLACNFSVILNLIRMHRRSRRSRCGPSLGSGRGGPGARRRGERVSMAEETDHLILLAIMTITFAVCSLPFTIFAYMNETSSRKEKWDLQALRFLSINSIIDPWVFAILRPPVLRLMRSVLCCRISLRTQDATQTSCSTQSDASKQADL
# Ba/F3 V617F tox – lowers viability of Ba/F3 cells expressing EpoR and JAK2V617F. inhibition, % at 5.6 µM. AID 1446. 1.1% of 220,000 active. ATP luminescence;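 active = inhibition above the campaign mean plus 3 SD over all tested compounds, cut at about 24% in these data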;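 note: cytokine-independent growth of Ba/F3 cells driven by EpoR plus mutant JAK2; 0% = DMSO-treated cells and 100% = JAK inhibitor I control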
# p97 inhibitor – human p97 ATPase inhibition; P55072; recombinant p97 ATPase, Kinase-Glo ATP luminescence, 3 h; inhibition, % at 8 µM; 0.42% of 220,000 active; AID 1481; in the data active = inhibition above about 15%;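 note: 0% = DMSO vehicle and 100% = wells lacking enzyme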
# Furin inhibitor – blocks human furin protease activity | purified furin, fluorogenic substrate cleavage | inhibition, % at 30 µM | 0.061% of 220,000 active | AID 463115; in the data active = inhibition above about 25%; note: inactives centre near -15
# RBBP9 inh – blocks human serine hydrolase RBBP9. inhibition, % at 7.94 µM. recombinant RBBP9, FP-Rh probe fluorescence polarization. O75884. 0.2% of 220,000 active;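 active = inhibition above the campaign mean of all tested compounds plus 3 SD, cut at about 14% in these data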;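 note: plate controls were DMSO wells with RBBP9 for no effect and wells lacking RBBP9 protein for full effect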
# Target sequence (O75884 whole entry, looked up): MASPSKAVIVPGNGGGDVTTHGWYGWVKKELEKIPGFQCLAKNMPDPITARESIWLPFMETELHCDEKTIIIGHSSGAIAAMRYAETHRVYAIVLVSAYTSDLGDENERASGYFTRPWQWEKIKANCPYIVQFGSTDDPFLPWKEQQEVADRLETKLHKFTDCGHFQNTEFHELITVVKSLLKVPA
#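 System: RBBP9 protein / Buffer or medium: Tris/NaCl buffer pH 8.0 with 0.1% Pluronic / Probe or stimulus: Serine-hydrolase probe FP-Rh, 375 nM pre-mixing / Dosing: 7.94 µM single dose, 0.794% DMSO / Times: enzyme-compound preincubation 30 min, then probe labeling 45 min, 25 °C / Technique: fluorescence polarization (mP), excitation 525 nm, emission 598 nm / Replication: singlicate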
# TbHK1 inh – blocks Trypanosoma brucei hexokinase 1 activity. AID 1430. inhibition, % at 10 µM. 0.11% of 220,000 active. recombinant TbHK1, G6PDH-coupled NADH A340;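 active = inhibition of 50% or more in the single-dose primary screen; inactive = inhibition below 50%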
# PPC-1+TRAIL kill – kills PPC-1 cancer cells in the presence of TRAIL. cell killing (% activity), % at 4 µM. PPC-1 cells + TRAIL, ATPLite viability luminescence. 0.41% of 220,000 active. AID 1443;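 active = cell killing above 50% in the first pass at 4 µM, then a duplicate retest at 5 µM averaging 50% or more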;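 note: plate controls were cells with TRAIL plus DMSO for no effect and medium-only wells lacking cells for full effect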
# BaF3 tox – counter-screen for JAK2V617F inhibitors: parental Ba/F3 viability inhibitors; CellTiter-Glo ATP luminescence; inhibition, % at 5.6 µM; 1.1% of 220,000 active;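 active = inhibition above a per-campaign cutoff, the mean inhibition of all tested compounds plus 3 SD, cut at about 27% in these data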;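 note: 0% = DMSO wells and 100% = JAK Inhibitor I control wells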
# * = called active by the depositor; / = not tested or not shown; [ ] = dose if it differs, or a comment. An excerpt, so the mix of outcomes need not match the whole.
SMILES,p47phox inh,PGE2 EP2 inh,Ba/F3 V617F tox,p97 inhibitor,Furin inhibitor,RBBP9 inh,TbHK1 inh,PPC-1+TRAIL kill,BaF3 tox
CC(=O)Oc1ccc(N(c2ccccc2)S(=O)(=O)c2ccc(C)cc2)cc1,-12,9,-2,0,-20,4,-2,-6,-2
COc1ccc(/C=C2\SC(=S)N(CC(=O)N3CCN(C)CC3)C2=O)cc1,-13,11,3,-11,5,-12,-3,-13,-1
CCC(=O)N1C(Cc2ccccc2)COC1(C)C (stereo unspecified),-11,8,-1,2,-7,3,3,22,8
Cc1cc(-c2nc(C)c(C(=O)NNS(=O)(=O)c3ccc(Cl)cc3Cl)s2)no1,-1,11,5,-2,-8,2,-1,14,-5
Cc1cc(C)cc(N2C(=O)CCN(Cc3ccccc3)C2=O)c1,-2,3,-3,0,-21,-5,5,6,-1
CC(=O)Nc1ccc(NC(=S)NC(=O)/C=C/c2ccccc2)cc1,-9,9,-3,3,-14,-6,-10,24,-2
CCOC(=O)c1c(NC(N)=O)sc(C)c1C,-4,8,-2,0,-11[20 µM],-3,1,-8,2
C/C(=N\NC(=O)c1cccc([N+](=O)[O-])c1)c1ccncc1,-6,4,-5,3,-11,-2,-3,20,-1
Cc1ccc(NC(=O)CNCC2CCCCC2)cc1S(=O)(=O)N(C)C,-38,10,-2,-6,-24,-8,10,9,1
CCc1c(C)n([O-])c2c([n+]1=O)CCC2,-14,13,-1,5,-8[20 µM],5,-1,9,4
COCCNC(=O)/C(=C/c1ccccc1Cl)c1ccccc1,-11,6,-5,2,-8,0,2,8,0
N/C(=N\N=C/c1ccc(Br)cc1)N/N=C\c1ccc(Br)cc1,-2,7,-1,8,-19,0,-4,14,4
CN(C)S(=O)(=O)c1ccc(Cl)c(NC(=O)COC(=O)CN2C(=O)C3CCCCC3C2=O)c1 (stereo unspecified),-1,5,2,0,2,-8,7,4,0
O=C(/C=C\c1ccc(-c2cccc([N+](=O)[O-])c2)o1)N1CCOCC1,-133,8,-2,2,1,8,-42,4,9
COc1ccc(OC)c(/C=C/C(=O)OCC(=O)c2c(N)n(C)c(=O)n(C)c2=O)c1,-24,4,1,3,-24,0,-4,16,4
Fc1c(F)c(C(F)(F)F)c(F)c(F)c1N1CCN(c2ccc3nnc(C(F)(F)F)n3n2)CC1,1,14,-4,3,-11,-6,-1,31,0
Cc1ccc(NC(=O)CCc2ccc(S(=O)(=O)N3CCOCC3)cc2)c(C)c1,-2,5,-2,-1,-18[20 µM],-7,-1,16,2
CCCOc1ccc(/C(CC)=N/NC(=O)C2(C)CC2(Br)Br)cc1 (stereo unspecified),8,7,-1,7,-24,-4,1,24,3
CCCn1c(C)cc(C(=O)COc2ccc(C)nc2[N+](=O)[O-])c1C,-2,5,2,2,-12,-6,-9,19,7
COc1ccc2c(c1)c(=O)c(Br)c(C)n2Cc1ccccc1,-7,-1,-3,4,-19,-1,4,4,2
CC(C)OC(=O)c1cccc(C(=O)Nc2cccc(NC(=O)c3cccc(C(=O)OC(C)C)n3)n2)n1,0,9,0,2,-25,-9,-15,15,4
CN(C)CCN(C(=O)c1cccc(Cl)c1)c1nc2c(Cl)cccc2s1,-30,5,1,4,-13,2,8,13,3
Cc1cc2nc(-c3cc(N4CCOCC4)ccc3[N+](=O)[O-])ccn2n1,-7,8,-1,6,-9,-3,-14,1,3
O=C(c1cc([N+](=O)[O-])ccc1Cl)N1CCN(c2ccccn2)CC1,1,6,-1,-1,-17,-6,3,12,0
O=S(=O)(c1ccc(N2CCN(Cc3ccc4c(c3)OCO4)CC2)nc1)N1CCOCC1,-7,10,-4,2,-31,3,-1,10,1
COC(=O)CCC/C=C1/SCC(NC(=O)c2ccccc2)C1=O (stereo unspecified),-20,7,-1,0,-20[20 µM],-6,-2,5,3
O=C(CSc1nc(-c2ccccc2Cl)ns1)Nc1ccc2c(c1)OCO2,-27,11,-2,7,-17,0,0,20,2
CCOC(=O)c1ccc(NC(=O)c2ccc(CO)c(C(=O)NC3CCN(C(=O)OCC)CC3)c2)cc1,4,8,3,-4,-10[20 µM],0,-8,-16,6
CCCCOc1ccccc1C1CC(=O)NC2=C1C(=O)CCC2 (stereo unspecified),-11,/,82*,0,-13,-9,0,8,83*
Cc1ccc(CN(C)CC(=O)Nc2cccc([N+](=O)[O-])c2)o1,/,4,-3,1,-4,8,-18,-6,1
COc1ccc(Cc2nnc(NC(=O)CSc3ccccc3)s2)cc1,-18,6,-4,0,-19[20 µM],4,2,-18,2
Cc1ccc(/C=N\NC(=O)C2CC(=O)N(c3ccccc3)C2)o1 (stereo unspecified),-1,6,1,1,-21,-10,-15,20,-2
COc1ccc(OC)c(C2C(C#N)=C(N)Oc3cc(C)n(Cc4ccccn4)c(=O)c32)c1 (stereo unspecified),-7,11,-2,1,-17,-11,-10,48,1
CC1=Nc2ccc(C)cc2N(Cc2ccccc2)C(=O)C1,-19,8,-4,3,-19,-1,-8,10,1
O=C(C(F)C(F)(F)F)N1CCN(c2ccccc2)CC1 (stereo unspecified),-5,3,0,-1,-31,3,-12,16,4
COc1ccc2c(c1)-c1nc(/N=C/c3ccccc3O)sc1CC2,-8,3,-1,7,-2,1,0,-2,7
COC(=O)CCC(=O)N1CCOCCOCCOCC1,-1,3,-1,3,-15,-7,6,18,1
Cc1c(Cl)cc(-n2cnnn2)cc1[N+](=O)[O-],1,6,-1,4,1,0,-3,2,-1
Cc1cccc(C(=O)Nc2cccc(OC(=O)c3cccc(C)c3)c2)c1,-2,16,0,2,-6,-27,7,12,7
CC1(C)CN=C(N2CCN(c3ncnc4sc5c(c34)CCCC5)CC2)S1,12,20,1,4,-16[20 µM],-5,4,11,0
O=C(NC(=S)Nc1ccc(Cl)cn1)C(c1ccccc1)c1ccccc1,0,8,3,-8,-6[20 µM],-9,4,23,4
CC1=CC(=NOC(=O)c2cccc([N+](=O)[O-])c2)C=C(C)C1=O,2,10,0,1,-15[20 µM],-5,2,16,3
O=c1nc(-c2ccccc2)nc(-c2ccccc2)[nH]1,-17,10,0,7,-17,-2,-7,-5,-4
CC1COc2ccccc2N1C(=O)c1ccc(Cl)nc1 (stereo unspecified),2,3,-3,3,-6,-3,0,11,0
CC(C)CNC(=O)c1ccccc1NC(=O)/C=C/c1cccc([N+](=O)[O-])c1,-8,9,1,1,-4,-4,5,-4,6
CCn1nnnc1SCC(=O)Nc1sc(C)c(C)c1C#N,-5,8,-1,-2,-7[20 µM],-8,-5,0,0
CC(=O)N(CC(=O)O)c1ccccc1C(=O)O,-10,10,0,-1,-27,-5,-4,14,0
COCCN(CCOC)S(=O)(=O)c1ccc(C(=O)Nc2nnc(C)o2)cc1,-3,9,3,0,-20,-8,-2,5,4
CCc1cccc(NC(=O)Cc2ccc(OC)c(OC)c2)c1,-1,4,-2,4,-26,-6,-1,15,4
CCOc1ccc(-c2nc(C#N)c(N3CCOCC3)o2)cc1,-15,9,0,-4,-60,-8,-27,10,10

# Full records, looked up by structure.
# `O=c1nc(-c2ccccc2)nc(-c2ccccc2)[nH]1` in the list: p47phox inh: -17; PGE2 EP2 inh: 10; Ba/F3 V617F tox: 0; p97 inhibitor: 7; Furin inhibitor: -17; RBBP9 inh: -2; TbHK1 inh: -7; PPC-1+TRAIL kill: -5; BaF3 tox: -4
# `CC(=O)N(CC(=O)O)c1ccccc1C(=O)O` in the list: p47phox inh: -10; PGE2 EP2 inh: 10; Ba/F3 V617F tox: 0; p97 inhibitor: -1; Furin inhibitor: -27; RBBP9 inh: -5; TbHK1 inh: -4; PPC-1+TRAIL kill: 14; BaF3 tox: 0

# (more compounds)
SMILES,p47phox inh,PGE2 EP2 inh,Ba/F3 V617F tox,p97 inhibitor,Furin inhibitor,RBBP9 inh,TbHK1 inh,PPC-1+TRAIL kill,BaF3 tox
COc1ccc(S(=O)(=O)N2CCc3cc(OC)c(OC)cc3C2)cc1,-2,8,1,1,-17,-2,-6,-18,-1
CC(=O)N1c2ccc3ccccc3c2C(C)CC12CCCCC2 (stereo unspecified),-6,4,-4,-3,-2[20 µM],2,2,20,0
Cc1c(C#N)c(NC(=O)CCl)n(Cc2ccc(F)cc2)c1C,-5,7,16,-1,-19,-12,-3,-4,-1
CC(=O)c1c(C)[nH]c(C(=O)N2CCc3ccccc3C2)c1C,-11,14,0,4,-1,-2,-2,27,5
CCCCC1(C)OC(=O)C(=Cc2ccc(SC)cc2)C(=O)O1 (stereo unspecified),3,4,-2,-2,-8,-4,-3,3,2
O=C(c1ccccc1Cl)N1CCC(n2cccc2)CC1,-9,9,-5,10,-7,2,-7,11,0
O=C1CC(c2nc3ccccc3[nH]2)CN1c1ccccc1 (stereo unspecified),5,8,4,4,-11[20 µM],-8,3,5,3
O=C(COC(=O)CCc1c[nH]c2ccccc12)NCc1ccc2c(c1)OCO2,20,4,4,3,-19,8,4,3,4
CN1CCCN(C(=O)c2cc(=O)[nH]c3ccccc23)c2nc3ccccc3nc21,-2,12,-2,3,-33[20 µM],-6,-9,29,2
O=S(=O)(c1ccc(Br)s1)N1CCN(c2ncccn2)CC1,-11,7,-2,2,-22[20 µM],-4,-17,-8,2
O=C(O)C1CC=CCC1C(=O)NCCc1cccc(Cl)c1 (stereo unspecified),-10,5,-1,-4,-13[20 µM],-8,23,10,2
O=c1/c(=C/c2cccc3ccccc23)sc2ncnn12,-7,8,2,1,-15,-5,3,10,0
COc1cc(/C=C2\SC(=S)N(Nc3ccccc3)C2=O)cc(OC)c1OC,-57,10,0,4,-8[20 µM],-12,-7,0,4
NC(=O)[C@@H]1CCCCNc2c(F)cc([N+](=O)[O-])cc2C(=O)N[C@@H](CC(=O)O)C(=O)N[C@@H](CCC(=O)O)C(=O)N1,-6,17,-4,3,-4,-10,-10,-2,2
CC(=O)N=c1sc2cc(C)ccc2n1C,-10,6,4,-4,-14,-2,-3,-6[5 µM],3
CC(C)OC(=O)CSc1nnc(-c2cccnc2)n1N,-1,7,5,-2,-22,-2,4,16,6
c1ccc(-c2nc(NCc3ccco3)c3ccccc3n2)nc1,-6,10,2,8,-9,-4,2,2,1
CC(C)Nc1nc(SCC(=O)Nc2ccccc2)nc(N2CCOCC2)n1,5,10,5,-6,-4[20 µM],-1,4,9,8
CCc1ccc(N2C(=O)CC(N3CCC(C(=O)OC)CC3)C2=O)cc1 (stereo unspecified),-3,11,2,-5,-22[20 µM],-3,24,-1,3
O=C(Cn1cnc([N+](=O)[O-])n1)NCCO,6,3,-3,1,-25,-8,-10,28,-1
Cc1ccc(NC(=O)CSc2ccc(-c3cccnc3)nn2)cc1Cl,-4,15,-1,5,-26,0,-1,13,1
COc1ccc(CNC(=O)c2ccc3c(c2)NC(=O)C(C)S3)cc1 (stereo unspecified),-32,17,-2,6,-12,-8,-5,2,-4
Cc1ccccc1C(=O)NC(C)c1ccc2c(c1)CCCC2 (stereo unspecified),-6,13,-4,3,-19[20 µM],4,3,12,6
COC(=O)C1=CO[C@@H](OC2OC(CO)C(O)C(O)C2O)[C@@H]2C(CO)=CC[C@H]12 (stereo partly specified),-3,12,-1,6,-11,-1,-2,-3,5
O=C(Cn1nnc(-c2ccccc2)n1)N/N=C/c1cc([N+](=O)[O-])c(Cl)cc1Cl,-2,12,-5,1,-7,3,-1,-2,0
COc1cc2nc(NC(=O)c3ccccc3)[nH]c(=O)c2cc1OC,11,22,-5,2,-21[20 µM],-5,-21,12,2

# Bioassay records deposited in PubChem by several laboratories.
